High-throughput results from PubChem BioAssay.
Growth percent in the NCI-60 one-dose screen (48 h, 10 µM unless noted): 100 = growth as untreated, 0 = no growth, -100 = all killed.
KM12: KM12 colon cancer cells; 82,000 tested, 5% active
HT29: HT29 colon cancer; 81,000 tested, 7.4% active; AID 1794748
HCT-15: HCT-15 colon cancer. 82,000 tested, 5.2% active. AID 1794746
IGROV1: IGROV1 ovarian cancer; 79,000 tested, 4.7% active; AID 1794786
COLO 205: COLO 205 colon cancer | 79,000 tested, 7.3% active | AID 1794742
OVCAR-4: OVCAR-4 ovarian cancer cells; 80,000 tested, 3.7% active
HCT-116: HCT-116 colon cancer; 82,000 tested, 7.3% active; AID 1794798
SW-620: SW-620 colon cancer. 82,000 tested, 5.2% active. AID 1794795
SK-OV-3: SK-OV-3 ovarian cancer cells; 80,000 tested, 3.2% active
An asterisk follows results filed as active; . = not tested or not shown; [ ] = dose if it differs, or a comment. The calls were made as follows: active = growth percent below 10; inactive = the rest.

Values run as follows: KM12, HT29, HCT-15, IGROV1, COLO 205, OVCAR-4, HCT-116, SW-620, SK-OV-3
> O=C(NCn1c(=O)[nH]c2ccccc2c1=O)NNc1ccccc1
    95, 98, 98, 96, 98, 101, 101, 90, 91
> CC1(C)CC[C@]23CC[C@]4(C)[C@H](CC[C@@H]5[C@@]6(C)C/C(=C/c7ccccc7)C(=O)C(C)(C)[C@@H]6CC[C@]54C)[C@H]2[C@H]1OC3=O
    96, 98, 96, 109, 98, 79, 88, 93, 98
> COc1cc(/C=N/n2c(COc3ccccc3)nc3ccccc3c2=O)ccc1O
    101, 104, 100, 98, 113, 102, 95, 99, .
> CC[C@H](CC[C@@H](C)[C@H]1CC[C@H]2[C@@H]3CC[C@@H]4/C(=C\c5ccco5)C(=O)/C(=C\c5ccco5)C[C@]4(C)[C@H]3CC[C@]12C)C(C)C
    100, 109, 97, 113, 118, 107, 101, 103, 121
> Cc1ccc2nc3c(n2c1)C(=O)C(=O)c1ccccc1-3
    -27*, -39*, -70*, -49*, -69*, -98*, -50*, -81*, -91*
> COc1cc(CCC[P+](c2ccccc2)(c2ccccc2)c2ccccc2)c(OC)c(OC)c1OC
    76, 112, 68, 71, 105, 50, 62, 83, 83
> CN1CCN(Cc2ccc(NC(=O)c3cncc(C#Cc4cnc5[nH]ncc5c4)c3)cc2C(F)(F)F)CC1
    6.8*, 23, 19, 7.9*, 21, 54, 12, 12, 2.3*
> O=C(Sc1ccccc1)n1nc(Cl)c2ccc([N+](=O)[O-])cc21
    101, 99, 89, 87, 98, 106, 89, 98, 98
> COc1ccc(Cc2nc3cc(OC)c(OC)cc3c(=O)[nH]2)cc1
    19, 63, 30, 66, 69, 105, 73, 14, 148
> NC(=O)C1COc2ccccc2O1 (stereo not given)
    96, 101, 102, 108, 108, 109, 90, 101, 104

More entries:
Values run as follows: KM12, HT29, HCT-15, IGROV1, COLO 205, OVCAR-4, HCT-116, SW-620, SK-OV-3
> Nc1cc(NN=C(c2ccc(O)cc2)c2ccc(O)cc2)c([N+](=O)[O-])cc1[N+](=O)[O-]
    72, 98, 4.0*, ., -53*, 76, -62*, 101, -44*
> CCCCCCCCc1ccc(OCCCN2CCOCC2)cc1
    101, 81, 90, ., 88, 102, 86, 100, 87
> Cc1cc(=O)oc2cc(OCCCOc3ccc(/C=C/C(=O)Nc4ccccc4N)cc3)ccc12
    13, 37, 38, 39, -54*, 41, 17, 27, 8.0*
> O=C(Nc1ccc(CO)cc1)c1ccccc1Nc1ccnc(C(F)(F)F)c1
    99, 109, 103, 101, 104, 98, 101, 105, 101
> COc1cc(C(=O)O/N=C(\N)Cc2cccc3ccccc23)cc(OC)c1OC
    -68*, -74*, ., 47, -93*, 67, -71*, -77*, 69
> COc1cc(NCCNC2CCCCC2)c2ncccc2c1
    94, 90, 92, 104, 96, 62, 80, 91, 98
> Brc1cc(Br)cc(NNc2cc(Br)cc(Br)c2)c1
    95, 102, 100, 81, 104, 95, 106, 105, 86
> CN(C)c1ccc(/C=N/Nc2nc(N/N=C/c3ccc(N(C)C)cc3)nc(N3CCOCC3)n2)cc1
    104, 102, 22, 95, 108, 104, 36, 84, 110
> COc1cc(CNCCO)cc(OC)c1
    105, 107, 107, 117, 111, 101, 86, 104, 114
> O=C(/C=C/c1cn(-c2ccccc2)nc1-c1ccccc1)OCc1cn(-c2ccc(F)c(Cl)c2)nn1
    92, 76, 101, 91, 109, 93, 92, 93, 88

Record cards, as listed above. Order of values: KM12	HT29	HCT-15	IGROV1	COLO 205	OVCAR-4	HCT-116	SW-620	SK-OV-3
CN(C)c1ccc(/C=N/Nc2nc(N/N=C/c3ccc(N(C)C)cc3)nc(N3CCOCC3)n2)cc1 in the list: 104	102	22	95	108	104	36	84	110
Cc1cc(=O)oc2cc(OCCCOc3ccc(/C=C/C(=O)Nc4ccccc4N)cc3)ccc12 in the list: 13	37	38	39	-54*	41	17	27	8.0*
CCCCCCCCc1ccc(OCCCN2CCOCC2)cc1 in the list: 101	81	90	.	88	102	86	100	87

Further entries:
Values run as follows: KM12, HT29, HCT-15, IGROV1, COLO 205, OVCAR-4, HCT-116, SW-620, SK-OV-3
> CC1(c2ccccc2Cl)NC(=O)NC1=O (stereo not given)
    109, 98, 99, 106, 108, 109, 107, 102, 97
> COc1ccc([C@H]2c3[nH]c4ccccc4c3C[C@@H]3C(=O)N(C4CCN(Cc5c(F)cccc5F)CC4)CC(=O)N23)c(OC)c1
    72, 70, 68, 57, 71, 80, 71, 82, 86
> N#C/C(C(=O)Nc1ccc(S(N)(=O)=O)cc1)=C1\C(=O)Nc2ccc(Br)cc21
    99, 109, 97, 87, ., ., 102, 96, .
> COc1cc(-c2nn(C(C)(C)C)cc2-c2ccnc(NCCCNS(=O)(=O)c3cccc(F)c3)n2)ccc1Cl
    80, 65, 64, 49, 91, 46, 52, 90, 102
> COc1ccc(OC)c(/C=C2/C=C(c3ccc(OC)c(OC)c3)N(CCc3ccc(S(N)(=O)=O)cc3)C2=O)c1
    90, 104, 90, 98, 110, 95, 82, 91, 101
> CC(C)C(=O)n1ccc2nc(Cl)nc(Cl)c21
    96, 106, 99, 101, 117, 92, 98, 101, 96
> O=C1Nc2ccccc2/C1=C/c1c[nH]c2ccccc12
    23, 100, 64, 2.7*, 115, 72, 79, 100, 96
> COC1OC2COC(c3ccccc3)OC2C(=O)C1NC(=O)c1ccccc1 (stereo not given)
    97, 105, 101, 114, 97, 103, 99, 88, 105
> O=C(/C=C/c1ccccc1)c1ccc(NC(=O)c2ccccc2CN2C(=O)c3ccccc3C2=O)cc1
    105, 105, 87, 103, 111, 107, 102, 102, 107
> CC(C)(C)c1cc(-n2c(-c3cc4ccccc4[nH]c3=O)nc3cc(C(=O)OCCc4ccccc4)ccc32)n[nH]1
    91, 83, 86, 103, 103, 78, 86, 99, 98

(cont.)
Values run as follows: KM12, HT29, HCT-15, IGROV1, COLO 205, OVCAR-4, HCT-116, SW-620, SK-OV-3
> CC(=O)Oc1ccc(OC(C)=O)c2c1CC(C)=C(C)C2
    97, 105, 103, 89, 140, 85, 102, 122, 119
> COc1ccc2cc([C@H](C)C(=O)N/N=C/c3cccc(Cl)c3)ccc2c1
    103, 96, 96, 92, 106, 95, 83, ., 94
> COc1ccc(C2=NN(C(=O)c3cc(OC)c(OC)c(OC)c3)C(c3ccc(Cl)cc3)C2)cc1OC (stereo not given)
    16, 15, 9.3*, 37, 12, 52, 11, 30, 26
> O=C(/C=C/C(=O)n1ccc2ccccc21)n1ccc2ccccc21
    107, 116, 101, 80, 100, 97, 92, 97, 80
> CC(O)CN1CCN(CC(C)O)C(C)C1 (stereo not given)
    113, 103, 113, 96, 115, ., 112, 101, 105
> CSc1ccnc2cc(Cl)ccc12
    100, 78, 93, 82, 85, 102, 82, 99, 83
> COC(=O)c1c(Nc2ccc(OC)cc2)n[nH]c1N
    111, 85, 101, 119, 110, 106, 98, 107, 108
> Cc1ccc(NCc2cn(-c3ccc(C(=O)O)cc3)nc2-c2ccc(C(=O)O)cc2)cc1Cl
    101, 103, 109, 100, 122, 107, 104, 101, 110
> O=C(Cc1ccccc1)Nn1c(NCC(=O)N2c3ccccc3Sc3ccccc32)nnc1-c1ccc(O)cc1
    97, 99, 97, 100, 111, 87, 94, 96, 104
> CCn1c(=S)sc2c(NCc3ccc(Cl)cc3)nc(-c3cccnc3)nc21
    97, 67, 91, 98, 98, 97, 80, 110, 83

Carrying on:
Values run as follows: KM12, HT29, HCT-15, IGROV1, COLO 205, OVCAR-4, HCT-116, SW-620, SK-OV-3
> O=c1[nH]c2c(cnn2-c2ccc(Cl)cc2)c(=O)n1-c1cccc(Cl)c1
    100, 105, 105, ., 135, 93, 97, 104, 100
> N=c1sc(Cc2cccc(Cl)c2)cn1CC(=O)c1ccc(F)cc1
    37, 63, 47, 77, 131, 66, 62, 55, 99
> CC(=O)[C@@H]1CC[C@H](C)c2ccc(C)nc2C1
    113, 101, 104, 112, 117, 119, 102, 107, 113
> CC(C)(C)c1nc2c(s1)c1nc(N)ncc1c1ccc(NS(=O)(=O)c3c(F)cccc3F)c(F)c12
    35, 11, 43, 39, 4.0*, 61, 49, 110, 14
> C=COCCCOc1ccccc1
    101, 110, 101, 107, 104, 99, 103, 102, 102
> Cn1cc(-c2nc(-c3cn(C)c4ncccc34)cs2)c2ccccc21
    22, 9.2*, 20, 45, 33, ., 15, 27, 43
> CC(C)(C)c1ccc2ccccc2c1
    100, 98, 113, 107, 116, 111, 104, 100, 108
> Cc1cc(=O)oc2cc(OCCCCOc3ccc(/C=C/C(=O)Nc4ccccc4F)cc3)ccc12
    108, 112, 91, 104, 135, 90, 98, 119, 127
> COc1ccc(C2=NN(C(=O)c3cc(-c4ccccc4)nc4ccccc34)C(c3cc(-c4ccccc4)nn3-c3ccccc3)C2)cc1 (stereo not given)
    81, 101, 67, 53, 88, 79, 63, 93, 103
> Nc1c(C(=O)Nc2cccc3ncccc23)sc2nc3c(cc12)C(=O)CCC3
    46, 36, 53, 59, 46, 71, 44, 39, 21

Taken from above.
COc1ccc(C2=NN(C(=O)c3cc(-c4ccccc4)nc4ccccc34)C(c3cc(-c4ccccc4)nn3-c3ccccc3)C2)cc1 (stereo not given) | SK-OV-3 = 103
CC(C)(C)c1nc2c(s1)c1nc(N)ncc1c1ccc(NS(=O)(=O)c3c(F)cccc3F)c(F)c12 | IGROV1 = 39
C=COCCCOc1ccccc1 | HCT-116 = 103
Cc1cc(=O)oc2cc(OCCCCOc3ccc(/C=C/C(=O)Nc4ccccc4F)cc3)ccc12 | COLO 205 = 135
CC(=O)[C@@H]1CC[C@H](C)c2ccc(C)nc2C1 | HCT-116 = 102

(further entries)
Values run as follows: KM12, HT29, HCT-15, IGROV1, COLO 205, OVCAR-4, HCT-116, SW-620, SK-OV-3
> CC12CCC3c4ccc(O)cc4CCC3C1CCC2OC1CCCCO1 (stereo not given)
    101, 114, 94, 102, 105, 81, 101, 105, 116
> CC(C)=CCC[C@](C)(O)[C@H]1CC[C@]2(C)[C@@H]1CC[C@@H]1[C@@]3(C)C/C(=C/c4ccc(C(F)(F)F)cc4C(F)(F)F)C(=O)C(C)(C)[C@@H]3CC[C@]12C
    101, 92, 99, 103, 115, 107, 94, 95, 104
> Cc1cccc(NC(=O)N/C(N)=N/c2nc(C)c(C)s2)c1
    23, 19, 22, 47, 36, 76, 33, 26, 66
> CC1C=CC(OC(=O)C(C)(O)CCC(O)(C(=O)OC2CC(O)C(C(C)C)CC2(C)O)C(C)C)(C(C)C)CC1 (stereo not given)
    -77*[4.63 µM], -40*[4.63 µM], -68*[4.63 µM], -71*[4.63 µM], -68*[4.63 µM], -90*[4.63 µM], -40*[4.63 µM], -68*[4.63 µM], -91*[4.63 µM]
> CC(=O)NCC(=O)Nc1ccc(-c2nnc3ccccn23)nc1.CC(=O)NCC(=O)Nc1ccc(-c2nnc3ccccn23)nc1.[Pt+2]
    109, 98, 109, 106, 111, 119, 95, 105, 112
> O=S(=O)(Nc1ncccn1)c1ccc(Nc2nc(-c3ccccn3)cs2)cc1
    94, 120, 100, 104, 96, 115, 88, 98, 118
> CC1CN1C(=O)c1ccc(C(=O)N2CC2C)c2ccccc12 (stereo not given)
    95, 86, 100, 94, 100, 108, 93, 93, 95
> CC(C)=CCC/C(C)=C/CC/C(C)=C/CC[C@]1(C)CCc2cc(OC(=O)NS(=O)(=O)c3ccc(C)cc3)cc(C)c2O1
    102, 101, 118, 115, 113, 96, 91, 105, 110
> CC(=O)OC[C@H]1O[C@@H](OC[C@H]2O[C@@H](OC(=O)[C@@]34CC[C@]5(C)C(=CC[C@@H]6[C@@]7(C)CC[C@@H](O)C(C)(C)[C@@H]7CC[C@]65C)[C@H]3CC(C)(C)C(=O)C4)[C@H](O)[C@@H](O)[C@@H]2O)[C@H](O)[C@@H](O)[C@@H]1OC1OC(C)C(O)C(O)C1O (stereo not given in full)
    86, 49, 67, 75, 103, 78, 68, 79, 97
> Oc1c(C(Nc2ccccn2)c2cccc(Oc3ccccc3)c2)ccc2cccnc12 (stereo not given)
    -90*, -93*, -58*, -92*, -91*, -97*, -85*, -88*, -90*

Later entries
Values run as follows: KM12, HT29, HCT-15, IGROV1, COLO 205, OVCAR-4, HCT-116, SW-620, SK-OV-3
> Cc1ccc(C)c2c1C=CC2
    101, 102, 101, 106, 109, 98, 97, 102, 88
> Cc1onc(-c2ccc3cc[nH]c3c2)c1C(=O)Nc1ncc([N+](=O)[O-])s1
    84, 95, 92, 83, 99, 55, 94, 94, 84
> CCCCn1c(C)nc2ccc(Nc3nc(N4CCOCC4)nc4nc[nH]c34)cc21
    77, 91, 89, 81, 80, 71, 84, 94, 89
> c1ccc(C2=NC3(CCCCC3)N=C2c2ccccc2)cc1
    97, 100, 105, 96, 103, 103, 94, ., 104
> COc1cc(/C=N/Nc2c(F)c(F)c(F)c(F)c2F)cc(OC)c1OC
    100, 106, 99, 100, 110, 108, 106, 96, 106
